Screens as filed in PubChem.
KLF5 inhibitor – suppresses KLF5 promoter-driven expression | DLD-1 KLF5 promoter-luciferase reporter, luminescence | 0.23% of 290,000 active | inhibition, % at 5 µM | AID 1700;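 active = inhibition above a per-plate limit of that plate's mean compound inhibition plus 3 SD, cut at about 60% in these data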;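 also: 0% = DMSO wells and 100% = LY294002 at 200 µM; higher means less KLF5 promoter-driven luciferase light; inactives centre near -14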
IEC-6 tox – counter-screen for KLF5 inhibitors: cytotoxicity in IEC-6 cells; IEC-6 cytotoxicity, luminescence viability; inhibition, % at 5 µM; 0.78% of 290,000 active; in the data active = inhibition above about 22%;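 also: 0% = plate median of test compound wells and 100% = cytotoxic reference compound wells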
aSyn 5UTR inh – MLPCN primary screen, SNCA 5' untranslated region | alpha-synuclein 5'UTR reporter, inhibitor activity | inhibition, % (tested at 7.5 µM) | 0.82% of 300,000 active; in the data active = inhibition above about 60%;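 also: H4 neuroglioblastoma cells stably carrying SNCA 5'UTR luciferase fusion; 0% = DMSO wells and 100% = positive control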
TRPC6 act – mouse TRPC6 channel activation; Q61143; B-score at 10 µM; 0.13% of 310,000 active; HEK293-TRPC6 membrane potential dye fluorescence; stronger effect = higher value;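 active = B-score of the integrated fluorescence ratio above library mean plus 3 SD, and starting fluorescence ratio within library mean plus 5 SD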;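 also: higher score means more depolarization so channel activation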
Target sequence (Q61143 whole entry, looked up): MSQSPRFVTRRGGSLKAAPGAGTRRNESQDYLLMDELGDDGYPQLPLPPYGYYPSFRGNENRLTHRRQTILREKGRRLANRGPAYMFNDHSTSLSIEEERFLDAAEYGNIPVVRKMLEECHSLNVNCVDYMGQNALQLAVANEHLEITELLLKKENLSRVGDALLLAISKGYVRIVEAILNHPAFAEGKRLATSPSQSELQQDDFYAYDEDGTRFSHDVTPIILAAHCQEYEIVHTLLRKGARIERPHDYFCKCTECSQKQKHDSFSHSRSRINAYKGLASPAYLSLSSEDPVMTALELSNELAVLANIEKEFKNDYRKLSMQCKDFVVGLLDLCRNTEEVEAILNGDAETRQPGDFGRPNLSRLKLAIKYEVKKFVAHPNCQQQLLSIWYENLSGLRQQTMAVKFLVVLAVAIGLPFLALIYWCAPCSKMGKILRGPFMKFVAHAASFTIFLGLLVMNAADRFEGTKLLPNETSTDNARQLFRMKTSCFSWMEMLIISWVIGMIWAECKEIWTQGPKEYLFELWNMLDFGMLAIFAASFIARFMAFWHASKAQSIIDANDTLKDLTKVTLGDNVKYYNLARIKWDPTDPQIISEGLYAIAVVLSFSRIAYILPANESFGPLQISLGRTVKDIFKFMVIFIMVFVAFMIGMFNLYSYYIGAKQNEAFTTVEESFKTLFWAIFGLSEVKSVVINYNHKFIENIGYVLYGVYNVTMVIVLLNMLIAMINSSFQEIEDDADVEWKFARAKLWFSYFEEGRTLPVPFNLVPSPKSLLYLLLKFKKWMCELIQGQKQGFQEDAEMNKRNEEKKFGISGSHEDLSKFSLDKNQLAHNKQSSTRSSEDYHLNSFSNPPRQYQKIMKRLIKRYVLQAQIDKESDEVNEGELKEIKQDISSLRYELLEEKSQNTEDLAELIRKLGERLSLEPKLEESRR
HIF activator – HIF pathway transcriptional activation. 0.32% of 300,000 active. U2OS HRE-luciferase reporter, luminescence; normalized: DMSO 0%, desferrioxamine 100%. activation, % at 7.5 µM (by protocol). AID 1910;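 active = mean activation of at least 10% of the iron chelator positive control signal, with at least half of replicates also reaching 10%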
TRPC6 inh – inhibitors of mouse TRPC6 channel | Q61143 | HEK293-TRPC6, membrane potential dye, ACh-evoked depolarization; stronger effect = lower value | B-score at 10 µM | 1.1% of 310,000 active;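 active = B-score under library mean minus 3 SD, initial fluorescence not abnormally high, positive integrated signal ratio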;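 also: B-score derived from integrated fluorescence ratio over the kinetic read; more negative B-score means stronger inhibition of depolarization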
MrgX1 antag – blocks BAM8-22 activation of human MrgX1 receptor; Q96LB2; MRGX1-HEK293 calcium flux, Fluo-4, BAM8-22 antagonism; stronger effect = lower value; B-score at 10 µM; 1.3% of 310,000 active; AID 588676;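 active = calcium-response B-score plate-corrected more than 3 library SD below zero, starting fluorescence within 5 deviations, no agonist response on first addition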;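 also: peak minus trough fluorescence over baseline after final BAM8-22 challenge near maximal dose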
TRPC4 block – blocks the mouse TRPC4 cation channel | Q9QUQ5 | HEK293 TRPC4beta/mu-opioid, DAMGO-evoked Fluo4 calcium flux; stronger effect = lower value | B-score at 10 µM | 0.39% of 300,000 active;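 active = B-score over 3 SD under the library average, no early fluorescence shift, positive overall ratio signal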
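material = TRPC4beta/mu-opioid receptor HEK293 cell line | probe or stimulus = sequential submaximal and maximal DAMGO stimulation | compound dosing = one concentration per compound | measured by = Fluo4 Ca2+ flux fluorescence | evaluation = integrated fluorescence ratio relative to baseline, converted to per-well B score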
SKKanGAS inh – blocks kanamycin growth of S. pyogenes SKKanGAS strain | inhibition, % at 7.5 µM | 1.3% of 300,000 active | AID 1662 | BacTiter-Glo, 6 h;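 active = mean replicate score, as percent of positive control median, at least 50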;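 also: strain carries kanamycin resistance gene driven by streptokinase promoter and grows in 40 µg/ml kanamycin; loss of luminescence reflects streptokinase promoter inhibition or plain growth inhibition; 0% = median of DMSO wells and 100% = positive control at its reference dose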
TRPC4 act – TRPC4 (mouse) channel activation. Q9QUQ5. HEK293 TRPC4beta/mu-opioid, Fluo4 calcium fluorescence; stronger effect = higher value. B-score at 10 µM. 0.49% of 310,000 active;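 active = B-score above 5 SD of library B-scores, and initial fluorescence ratio not above library mean plus 5 SD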;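 also: positive B-score marks a calcium rise read as TRPC4 activation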
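System – HEK293 cells stably co-expressing mouse TRPC4beta and mu-opioid receptor · Signal – Fluo4 calcium-sensitive dye fluorescence, kinetic, 1 Hz baseline · Benchmarks – buffer (low) and maximal DAMGO (high) · Read-out – B score of integrated fluorescence ratio per well · Incubation – dye loading 45 min room temperature, 110 s kinetic read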
TRPC4 potent – allosteric potentiators of mouse TRPC4 channel; Q9QUQ5; HEK293 TRPC4beta/mu-opioid, DAMGO EC20, Fluo-4 Ca2+ flux; stronger effect = higher value; B-score at 10 µM; 0.42% of 310,000 active; AID 2227;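 active = B-score of calcium response area above 5 SD of library B-scores, with initial fluorescence ratio within 5 SD of library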;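 also: B-score of integrated fluorescence ratio over time as area under calcium response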
Starred values were filed as active, the others as inactive; i = inactive; / = not tested or not shown.

No.	SMILES	KLF5 inhibitor	IEC-6 tox	aSyn 5UTR inh	TRPC6 act	HIF activator	TRPC6 inh	MrgX1 antag	TRPC4 block	SKKanGAS inh	TRPC4 act	TRPC4 potent
1	COc1ccc(NC(=O)CN2CCC(C(N)=O)(N3CCCCC3)CC2)c(OC)c1	1.7	1.7	2.6	i	-0.5	i	i	i	-0.4	i	i
2	Cc1ccc(OCCCCn2c(CO)nc3ccccc32)cc1	-21.4	-8.9	-3.2	i	-1.1	i	i	i	-4.3	i	i
3	COc1ccc(C2C(C(C)=O)=C(O)C(=O)N2c2cccnc2)c(OC)c1 (stereo unspecified)	-14.4	2.0	2.3	i	-0.2	i	i	i	4.9	i	i
4	CC1CCN(Cc2cnc(Cl)s2)CC1	-5.2	-2.3	/	i	/	i	i	i	-2.9	i	i
5	Cc1ccc(C(=O)CSc2ncnc3ccccc23)o1	-71.2	0.3	-120.6	i	2.3	i	i	i	/	i	i
6	Cc1ccc2nc(NC(=O)C3=NN(c4ccccc4)C(=O)CC3)sc2c1	4.9	-0.4	-6.1	i	0.2	i	i	i	7.9	i	i
7	CC(=O)Nc1cccc(NC(=O)c2c(-c3ccccc3Cl)noc2C)c1	4.9	-0.9	2.0	i	-0.1	i	i	i	-3.2	i	i
8	COc1ccc(N2C(=O)CC(NNC(=O)c3cccnc3)C2=O)cc1 (stereo unspecified)	13.6	-5.5	-14.4	i	-0.1	i	i	i	6.8	i	i
9	Cc1ccc2nsnc2c1NC(=O)c1cccnc1Cl	-22.6	-0.6	-5.7	i	-0.1	i	i	i	-4.6	i	i
10	Clc1ccccc1OCCn1nnc2ccccc21	-127.3	3.6	-169.1	i	2.9	i	i	i	-1.7	i	i
11	COc1cc(SC#N)ccc1N=Cc1c(C)[nH]n(-c2ccc(C)c(C)c2)c1=O	-5.7	3.1	7.9	i	1.1	i	i	i	4.8	i	i
12	CCc1ccccc1NC(=O)CSc1nnc(C2CC2)n1CC1CCCO1 (stereo unspecified)	-15.2	-0.7	-7.1	i	0.0	i	i	i	-11.8	i	i
13	COc1ccc(OC)c(C(=O)COC(=O)CNC(=O)c2ccccc2)c1	12.3	4.3	2.4	i	-0.4	i	i	i	-1.0	i	i
14	O=C(O)C(C(=O)O)=C1C2CC3CC(C2)CC1C3	0.7	2.6	-8.1	i	0.1	i	i	i	-5.4	i	i
15	Cn1c(=O)c(/C=C/c2ccccc2)nc2ccccc21	10.3	10.6	-290.8	i	3.2	i	i	i	-2.7	i	i
16	CCCCc1ccc(NC(=S)NCCN2CCOCC2)cc1	-18.7	2.5	-13.6	i	-0.2	i	i	i	-5.3	i	i
17	Cc1cc(C)nc(SCC(=O)Nc2ncc(Cc3cccc(Cl)c3)s2)n1	-17.7	-3.3	7.5	i	-0.2	i	i	i	-0.7	i	i
18	N/C(=N\NC(=O)c1cccc(F)c1)c1cc2ccccc2oc1=O	-47.6	-8.9	-4.4	i	0.5	i	i	i	8.8	i	i
19	Oc1cccc(/C=N/Nc2nn3cnnc3c3ccccc23)c1	6.6	-5.2	-9.4	i	0.1	i	i	i	-10.5	i	i
20	CCc1nnc(NC(=O)CSc2nnc(CSc3nc(C)cc(C)n3)o2)s1	-29.3	7.0	26.5	i	/	i	i	i	1.2	i	i
21	O=C1CCC/C(=N\NC(=O)NC2CCCCC2)C1	-11.4	1.7	11.1	i	0.5	i	i	i	1.0	i	i
22	COC(=O)C1=CN(C(C)C)C=C(C(=O)OC)C1c1cc2c(cc1Br)OCO2	6.5	7.5	12.3	i	-0.3	i	i	i	3.6	i	i
23	CC1CCN(CCCNC(=O)COc2cc(=O)n(C)c3ccccc23)CC1	-33.2	1.0	6.5	i	-0.4	i	i	i	2.0	i	i
24	CC(=O)c1cccc(N(C(=O)c2ccco2)C(C(=O)NC2CCCC2)c2ccc(N3CCOCC3)cc2)c1 (stereo unspecified)	10.2	-2.8	12.7	i	-0.2	i	i	i	4.9	i	i
25	Cc1ccc(N(C(=O)CNC(=O)c2ccco2)C(C(=O)NC2CCCCC2)c2cccnc2)cc1C (stereo unspecified)	-26.7	0.6	-14.5	i	-0.1	i	i	i	4.7	i	i
26	Cc1ccc(C)c(N2CC(O)(c3cccs3)[N+]3=C2CCCC3)c1 (stereo unspecified)	8.5	4.5	-6.7	i	0.0	i	i	i	-0.3	i	i
27	Cc1onc(-c2ccccc2)c1C(=O)NC(C)c1ccc2c(c1)OCO2 (stereo unspecified)	14.3	-4.4	5.2	i	0.6	i	i	i	-3.3	i	i
28	COc1cccc(/C=N/NC(=S)NC2CC3CCC2C3)c1OC (stereo unspecified)	-8.8	1.4	17.6	i	0.7	i	i	i	3.5	i	i
29	COc1ccccc1CNC(=O)CS(=O)(=O)c1ccc(C)cc1	-8.9	-1.3	-13.6	i	-2.0	i	i	i	13.4	i	i
30	CCOC(=O)c1c(/N=C/N(C)C)sc(/C=N/Nc2ccccc2)c1-c1ccccc1	5.8	-2.8	-30.3	i	0.0	i	i	i	-2.8	i	i
31	O=C(CCl)Nc1ccccc1Sc1ccc(Cl)cc1	-31.3	4.5	92.6*	i	-7.3	i	i	i	7.9	i	i
32	O=C(Nc1ccccc1F)c1ccc(CN2CCN(c3ccccc3)CC2)cc1	-31.4	0.8	-24.0	i	2.2	i	i	i	2.9	i	i
33	COc1ccc(C(CCN2CCCC(C)C2)c2c(OC)cc(OC)c3c(-c4ccccc4)cc(=O)oc23)cc1 (stereo unspecified)	/	/	11.4	i	0.3	i	i	i	9.8	i	i
34	NC[C@@]12CCCC1C1CCC2C1 (stereo partly specified)	-0.5	-10.8	5.5	i	-0.2	i	i	i	-1.0	i	i
35	CCCCOc1ccc(C2/C(=C(/O)c3ccc4c(c3)CC(C)O4)C(=O)C(=O)N2CCCN2CCOCC2)cc1OC (stereo unspecified)	-1.3	-1.9	4.1	i	-0.3	i	i	i	0.8	i	i
36	CCOc1cc(-c2conc2N)cc(OCC)c1OCC	5.8	6.6	7.7	i	0.3	i	-6.9*	i	-1.8	i	i
37	O=C(N/N=C/c1ccc(O)cc1)c1cncc(Br)c1	-30.9	0.2	6.1	i	-0.5	i	i	i	1.1	i	i
38	CC(C)[C@@H](C(=O)N1CCN(Cc2ccc3c(c2)OCO3)CC1)n1nnc2ccccc2c1=O	-2.3	-4.3	13.1	i	-0.1	i	i	i	0.6	i	i
39	COc1ccc2nc(SCc3cccnc3)c(C#N)cc2c1	-51.0	6.3	-20.9	i	0.5	i	i	/	-1.0	i	i
40	O/N=C/c1cc(Cl)ccc1OCc1cccc2ccccc12	-17.2	6.9	-6.0	i	0.7	i	i	i	79.5*	i	i
41	COc1ccc(OC)c(NC(=O)C2CC(=O)N(CCc3ccccc3)C2)c1 (stereo unspecified)	-17.3	-0.3	8.2	i	-0.1	i	i	i	-4.0	i	i
42	O=C(O)/C=C/C(=O)NCCc1ccc(Cl)cc1	-14.7	2.0	-17.2	i	-0.4	i	i	i	-6.0	i	i
43	O=S(=O)(Nc1cccc2cccnc12)c1ccc(S(=O)(=O)N2CCCC2)cc1	7.2	31.5*	45.0	i	0.2	i	i	i	-19.9	i	i
44	CC(=O)OC1=C(O)C(=O)c2ccccc2C1=O	/	/	-16.7	i	-0.8	i	i	i	6.6	i	i
45	CC1(c2ccccc2)CC(C)(C)N2C(=O)C(=O)c3cccc1c32 (stereo unspecified)	-4.6	5.7	24.3	i	-0.7	i	i	i	-1.9	i	i
46	Fc1ccc(-[n+]2nc(Nc3ccccc3)sc2-c2ccc(OCc3ccccc3)cc2)cc1	-12.6	-0.1	-39.8	i	0.4	i	i	i	-1.9	i	i
47	CCc1cc(Cn2nc(-c3ccccc3)cc2C(=O)NCc2ccccc2OC)on1	/	/	4.5	i	0.0	i	i	i	22.5	i	i
48	CCn1c(Cc2ccccc2)nnc1SCC(=O)Nc1ccc(C)cc1	-50.7	-0.7	-2.5	i	-0.1	i	i	i	5.8	i	i
49	CCOC(=O)c1cnc2ccc(C)cc2c1Sc1ccc(F)cc1	-17.3	0.0	-40.0	i	1.0	i	i	i	-11.1	i	i
50	Cc1ccc(S(=O)(=O)N(OCc2ccccc2)C(C)C(=O)O)cc1 (stereo unspecified)	/	/	13.0	i	-2.0	i	i	i	1.1	i	i
51	CCN1C(=O)/C(=C\c2ccc(F)cc2)N=C1SCC(=O)NCc1ccco1	-16.0	-4.4	-1.3	i	/	i	i	i	0.4	i	i
52	CC(Nc1cc(N2CCCC2)ccc1[N+](=O)[O-])c1ccccc1 (stereo unspecified)	-8.4	-4.4	/	i	/	i	i	i	4.5	i	i
53	CC(C)[C@H](Nc1nc(-c2ccccc2)nc2c1oc1ccccc12)C(=O)O	-16.7	7.1	31.0	i	0.0	i	i	i	19.8	i	i
54	COc1ccccc1NCC(=O)NNC(C)C(=O)Nc1cccc(Cl)c1 (stereo unspecified)	-13.2	4.7	-2.5	i	0.2	i	i	/	-1.3	i	i
55	COc1cccc(COC(=O)C2CCN(S(=O)(=O)c3ccc(C)cc3C)CC2)c1OC	/	/	7.2	i	-0.5	i	i	i	8.0	i	i
56	C=CCN(c1nc(C)cc(OC)n1)S(=O)(=O)c1ccccc1	-26.1	1.3	3.3	i	-0.5	i	i	i	1.7	i	i
57	COc1ccc(NC(=O)CN2CCN(Cc3ccccc3)CC2)cc1	-5.2	2.3	-12.8	i	-0.7	i	i	i	3.0	i	i
58	COc1ccccc1CNC(=O)Cn1nnnc1CN(C)C(C)C	-19.3	-4.5	1.1	i	-1.5	i	i	i	-7.7	i	i
59	COC(=O)[C@H](CCSC)NC(=O)NCc1ccccn1	9.1	-13.9	7.2	i	0.0	i	i	i	-4.9	i	i
60	CCOC(=O)c1c(-c2ccccc2)csc1NC(=O)CSc1nnc(C)s1	-12.6	-1.1	2.2	i	0.0	i	i	i	15.7	i	i
61	Cc1nc2nc(C)c(CCC(=O)Nc3ccc4c(c3)OCO4)c(C)n2n1	-20.6	-2.8	1.0	i	-0.7	i	i	i	0.6	i	i
62	Cc1ccc(CCn2c3c(c4ccccc42)CN(C)CC3)cn1	-21.5	-1.0	-19.6	i	/	i	i	i	1.5	i	i

An unsorted share of the library; about 5.8% have a hit in one of these screens.
